Bioassay records as filed in PubChem.
MCF10A rerep – inducers of DNA re-replication in MCF 10A breast cells | MCF 10A DNA re-replication, Hoechst nuclear intensity, 48 h | Potency, µM (series often up to 46.1 µM), for the others: at the top dose activity, positive = re-replication, actives largely listed as activators | actives 2.9% (n = 350,000) | AID 624296; note: potency is the fitted concentration of half-maximal effect; % of control where 0% means no effect; nearly all actives have a fitted effect of over 50% in size
ATXN2 expr inh – reduces ATXN2 reporter expression in HEK-293 cells; HEK-293 ATXN2-luciferase reporter, luminescence, 24 h; Potency, µM (doses to about 57 µM), without a hit: top-dose activity change, negative = inhibition, usual class: inhibitors; actives 0.72% (n = 360,000); AID 1745845; note: potency is the fitted concentration of half-maximal effect; % is set by controls: 0 for no effect and ±100 for the full control effect; nearly all actives have a fitted effect of over 55% in size
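ATXN2-luciferase reporter cells (luciferase flanked by upstream and downstream ATXN2 gene portions) were treated 24 h at 37 °C with compounds at up to 57 uM. SteadyGlo luminescence gave expression; GF-AFC fluorescence gave viability.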
A549 viability – A549 cytotoxicity, counter-screen for Nrf2 inhibitors; A549 ARE-Fluc cells, CellTiter-Fluor viability, 18-24 h; Potency, µM (series often up to 46 µM), for the others: at the top dose activity change, negative = cytotoxicity, hits mostly inhibitors; actives 0.16% (n = 390,000); note: potency is the fitted concentration of half-maximal effect; % is set by controls: 0 for no effect and ±100 for the full control effect
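Cytotoxicity counterscreen: CellTiter-Fluor fluorescence was measured in A549 ARE_Fluc cells after 18-24 h of compound exposure in a concentration series. The subsequent BugLite luminescent read reports ARE-luciferase activity.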
Nrf2 activator – Nrf2 pathway activation. Potency, µM (doses to about 46.1 µM), inactives show at the highest dose activation, hits mostly activators. AREc32 ARE-luciferase reporter (MCF7-derived line), luminescence, 24 h. actives 0.31% (n = 410,000). AID 624171; note: potency is the fitted concentration of half-maximal effect; % of control where 0% means no effect; nearly all actives have a fitted effect of over 65% in size
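Quantitative high-throughput format: AREc32 reporter cells, 1000 per well, received compound by pin transfer and were incubated 24 hr at 37 deg C, 5% CO2, before Steady-Glo luminescence detection.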
Nrf2 inh – Nrf2 pathway inhibition; A549 ARE-Fluc reporter, luciferase luminescence, 18-24 h; Potency, µM (doses to about 46 µM), for the others: at the top dose activity change, negative = inhibition, hits mostly inhibitors; actives 2.1% (n = 360,000); AID 504444; note: potency is the fitted concentration of half-maximal effect; % is set by controls: 0 for no effect and ±100 for the full control effect; nearly all actives have a fitted effect of over 60% in size
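Nrf2 activity is the BugLite luminescence, read 15 min after reagent at room temperature, following CellTiter-Fluor cytotoxicity readout (30 min, 37C). Compound titrations were applied for 18-24 h to 5000 A549 ARE_Fluc cells/well in 5% FBS OPTI-MEM.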
ATXN viability – viability counter-screen for ATXN expression inhibitors. S2 cells (HEK-293 line with an ATXN2-luciferase reporter) viability, CellTiter-Fluor protease fluorescence, 24 h. Potency, µM (top dose mostly 56.7 µM), most hits filed as cytotoxic. actives 0.49% (n = 400,000); note: potency is the fitted concentration of half-maximal effect; nearly all actives have a fitted effect of over 40% in size
TGFb inhibitor – blocks TGF-b signaling; actives 1.2% (n = 410,000); HepG2 CAGA-GFP TGF-b/SMAD3 reporter, GFP fluorescence, 18 h; TGF-beta stimulated, 500 pg/mL final; AID 588855; Potency, µM (doses to about 46.1 µM), for the others: at the top dose activity, negative = inhibition, actives largely listed as inhibitors; note: potency is the fitted concentration of half-maximal effect; % is set by controls: 0 for no effect and ±100 for the full control effect; nearly all actives have a fitted effect of over 65% in size
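Per well, imaged GFP fluorescence of HEPG2 CAGA-GFP cells gives the signal; cells get compound, then TGF-beta (500 pg/mL final), 18 h at 37 degrees C; %Activity versus -TGF-beta and +DMSO controls.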
IL1B secr inh – blocks inflammasome-driven IL-1 beta release. actives 4.7% (n = 360,000). activity change, % at 57.5 µM. AID 743279. THP-1 LPS/ATP IL-1B secretion, AlphaLISA, 16 h; hits give low values; in the data active = activity change below about -50%; inconclusive = mostly about -30% to -49%; note: % is set by controls: 0 for no effect and ±100 for the full control effect
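THP-1 cells pretreated 1 hr with compounds (up to 57.5 uM final), then stimulated with LPS (250 ng/mL final) plus ATP (1.25 mM final); secreted IL-1B measured by AlphaLISA after 16 hr, decreased signal indicating inhibition.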
HepG2 tox – counter-screen for TGF-b inhibitors: cytotoxicity in HepG2 cells; Potency, µM (titrated, usually from 46.1 µM), for the others: at the highest dose activity change, negative = cytotoxicity, hits mostly cytotoxic; HepG2 CAGA-GFP viability, ATP luminescence, 18 h; actives 0.76% (n = 410,000); note: potency is the fitted concentration of half-maximal effect; some results filed as inactive show a strong effect at the top dose
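CellTiter-Glo luminescence gave cytotoxicity after 18 hours at 37 degrees C. The cells were HepG2 CAGA-GFP in 1% FBS DMEM, stimulated with 500 pg/mL TGF-beta after compound addition. %Activity was normalised to no-cell wells (complete cell-killing) and DMSO (no toxicity), and curves were fitted and classified.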
Numbers without * were called inactive; i = inactive; ? = inconclusive; · = not tested or not shown; [ ] = another dose, or the depositor's remark. Unless noted, calls come from the whole dose curve; as a rule, active = well fitted curve in the direction sought with a large enough effect; inconclusive = small, poorly fitted or top-dose-only effect, or another doubt; inactive = no such curve, though single readings can be large; an effect the other way counts as inactive or inconclusive. Not a hit list (roughly 8.8% active in at least one column).

SMILES	MCF10A rerep	ATXN2 expr inh	A549 viability	Nrf2 activator	Nrf2 inh	ATXN viability	TGFb inhibitor	IL1B secr inh	HepG2 tox
CN(C)C(=S)SCC(=O)Nc1cccc(C(F)(F)F)c1	13%	4%	-4%	3.3%	2%	?	9%	5	3%
O=C(CSc1ccccn1)Nc1ccc(N2CCOCC2)cc1	2%	-6%	5%	0.5%	1%	i	?	18	3%
O=C1NC(=O)/C(=C\c2ccc(Cl)cc2Cl)N1	21%	5%	-3%	1.7%	-27%	i	5%	-7	2%
CCC(Oc1ccccc1)C(=O)Nc1ccccc1N1CCCCC1 (stereo unspecified)	?	-1%	14%	-0.7%	2%	?	-27%	0	-9%
O=C(CN(Cc1ccco1)C(=O)CCC(=O)Nc1nccs1)NCc1ccccc1	-1%	-15%	2%	-1.1%	-8%	i	2%	-3	-27%
CC(C)N1CC2(CC(c3ccccc3C(F)(F)F)=NO2)CN1C(=O)c1ccco1 (stereo unspecified)	·	-9%	·	-1.6%	·	i	5%	-5	-13%
CCC(=O)Nc1ccc(Cl)c(NC(=O)c2c(OC)cccc2OC)c1	-27%	-2%	-8%	-0.1%	-23%	i	2%	37	-1%
COc1cccc(/C=N/NC(=O)CNC(=O)c2ccc3c(c2)OCCO3)c1O	?	?	-4%	-1.1%	-10%	i	-1%	48	2%
CC(=O)N1CCOc2ccc(S(=O)(=O)NC(C)c3ccccc3)cc21 (stereo unspecified)	6%	-16%	-1%	-0.9%	-4%	i	11%	53	-57%
CCOc1ccc(CCNC(=O)c2cc(-c3ccccc3)c(N3CCOCC3)s2)cc1OCC	2%	·	5%	0.2%	?	i	?	13	0%
COc1cc(/C=C2\SC(=S)N(C(C(=O)O)c3ccccc3)C2=O)ccc1O (stereo unspecified)	2%	·	?	-1.2%	6%	·	-10%	0	2%
CC1CCN(C(=O)COC(=O)c2cc(Cl)c3c(c2)OCO3)CC1	-2%	18%	-7%	2.2%	?	?	4%	0	11%
C=CC(=O)NCC1OCCc2ccccc21 (stereo unspecified)	0%	?	7%	-0.2%	16%	i	-18%	-7	0%
COc1ccc(OCC(=O)N2CCN(C(=O)c3ccc([N+](=O)[O-])cc3)CC2)cc1	13%	-21%	-4%	0.1%	6%	i	?	0	-15%
Cc1cccc(CC(=O)NCCn2c(C)cc3ccccc32)c1	-13%	-10%	-1%	2.3%	0%	?	-11%	1	-10%
COC(=O)c1c(SC)nc2ccccc2c1OCc1ccc(Cl)cc1	·	-2%	14%	2.3%	-15%	i	?	·	-14%
CN1C(=O)/C(=C/c2ccccc2OCc2ccccc2)NC1=S	-1%	0%	13%	0.7%	8%	i	?	5	-2%
CCCCCC(=O)Nc1nc(C)c(-c2csc(Nc3ccccc3OCC)n2)s1	24%	10%	-2%	0.9%	5%	?	1%	3	-3%
COc1cc(/C=N/NC(=O)CSc2ccccn2)ccc1O	-2%	·	-8%	8.5%	13%	i	-1%	0	-27%
C=CCc1cccc2ccc(=O)oc12	-7%	6%	-1%	0.2%	-7%	i	2%	8	6%

2 of these compounds in another layout.
COc1cccc(/C=N/NC(=O)CNC(=O)c2ccc3c(c2)OCCO3)c1O
  MCF10A rerep = ?	ATXN2 expr inh = ?	A549 viability = -4%	Nrf2 activator = -1.1%	Nrf2 inh = -10%	ATXN viability = i	TGFb inhibitor = -1%	IL1B secr inh = 48	HepG2 tox = 2%

CC(=O)N1CCOc2ccc(S(=O)(=O)NC(C)c3ccccc3)cc21 (stereo unspecified)
  MCF10A rerep = 6%	ATXN2 expr inh = -16%	A549 viability = -1%	Nrf2 activator = -0.9%	Nrf2 inh = -4%	ATXN viability = i	TGFb inhibitor = 11%	IL1B secr inh = 53	HepG2 tox = -57%

(listing goes on)
SMILES	MCF10A rerep	ATXN2 expr inh	A549 viability	Nrf2 activator	Nrf2 inh	ATXN viability	TGFb inhibitor	IL1B secr inh	HepG2 tox
Cc1cc(Cl)ccc1NC(=O)CSc1nnc(-c2ccncc2)n1Cc1ccco1	-185%[0.0737 µM]	-7%	4%	-0.4%	-38%	i	-13%	-16	-2%
Cc1ccc(COc2ccsc2C(=O)O)cc1	6%	-3%	-7%	1.4%	-6%	i	-16%	0	-9%
COc1cc(/C=N/NC(=O)c2cc(C)oc2C)cc(OC)c1OC	-15%	26%	1%	3.8%	12%	i	8%	3	3%
CCOC(=O)c1[nH]c2ccc(OCC)cc2c1NC(=O)CN1CCC2(CC1)OCCO2	14%	7%	-11%	2.5%	-8%	i	-13%	-14	-90%
COc1ccccc1CNC(=O)CN1C(=O)NC2(CCCc3ccccc32)C1=O (stereo unspecified)	3%	·	6%	0.2%	1%	?	15%	3	-2%
CN1CCN(NC(=O)c2ccc(Br)s2)CC1	-2%	6%	1%	-0.4%	-8%	i	-10%	0	-5%
O=c1cc(O)c2c(=O)[nH]c(=O)n(-c3ccccc3)c2[nH]1	-1%	1%	0%	-0.8%	·	i	-4%	0	14%
O=C(COC(=O)c1ccccn1)Nc1nccs1	0%	-8%	5%	0.3%	2%	i	-4%	-2	-8%
COc1ccc(OCC(O)COc2ccc(C(=O)O)cc2)cc1 (stereo unspecified)	8%	·	-6%	-0.3%	-3%	·	0%	-16	-50%
Cc1ccc(NS(=O)(=O)c2ccc(C(=O)NCc3ccc(S(N)(=O)=O)cc3)cc2)cc1	-2%	5%	9%	0.2%	7%	i	-3%	-9	9%
COc1ccc(C(=O)Nc2ccc(OCC(F)(F)C(F)F)c(C(F)(F)F)c2)cc1OC	14%	-31%	-13%	0.2%	?	i	?	-23	3%
O=C(Nc1nc2n(n1)C(c1ccccc1)CC(c1ccc(Cl)cc1)N2)c1ccco1 (stereo unspecified)	7%	4%	0%	1.2%	·	i	4%	-58*	-2%
O=[N+]([O-])c1ccc(NN=Cc2cccc(O)c2)nc1	16µM*	21%	-15%	27%	15%	?	-8%	35	-6%
CCOC(=O)C1=NN(C(=O)Cc2ccccc2)C(O)(c2ccc(Cl)cc2)C1 (stereo unspecified)	?	1%	-3%	0.4%	5%	i	-8%	4	7%
CCCCNc1nc2c(S(=O)(=O)c3ccc(C)cc3)nnn2c2ccsc12	·	·	0%	-1.2%	11%	·	28%	·	5%
Cc1ccc(S(=O)(=O)N(C)C[C@@H]2Oc3c(NC(=O)C4CC4)cccc3C(=O)N([C@@H](C)CO)C[C@@H]2C)cc1	25%	3%	2%	0.6%	1%	i	10%	-15	-9%
CCOC(=O)c1nnn(CC(=O)NC(=O)Nc2ccccc2F)c1C(=O)OCC	·	-3%	?	-1.5%	9%[9.27 µM]	i	?	·	-45%
Cc1c(C(=O)NC(C)C)oc2c1-c1[nH]ncc1CC2	-6%	2%	-14%	0.4%	-26%	i	15%	-12	-9%
CCOc1ccc(NC(=O)Nc2cc(C)ccc2F)cc1	7%	75%[activator]	-13%	4.1%	?	i	-8%	-17	-55%
Nc1nc(NC(=O)/C=C/c2ccc(F)cc2)nn1-c1ccccc1	3%	-20%	-5%	0.1%	-6%	i	13%	-3	6%
COc1ccc(C(=O)NCC(c2ccc(N(C)C)cc2)N2CCCC2)c(OC)c1 (stereo unspecified)	·	·	-4%	3.2%	·	·	?	·	-31%
CC(c1ccco1)N(C(=O)C12CC3CC(CC(C)(C3)C1)C2)c1ccccn1 (stereo unspecified)	10%	-1%	8%	0.0%	0%	i	0%	0	7%

Ordered by value in IL1B secr inh (smallest number first): some entries from above
structure | IL1B secr inh
CCOc1ccc(NC(=O)Nc2cc(C)ccc2F)cc1 | -17
COc1ccc(OCC(O)COc2ccc(C(=O)O)cc2)cc1 (stereo unspecified) | -16
CCOC(=O)c1[nH]c2ccc(OCC)cc2c1NC(=O)CN1CCC2(CC1)OCCO2 | -14
Cc1c(C(=O)NC(C)C)oc2c1-c1[nH]ncc1CC2 | -12
Cc1ccc(NS(=O)(=O)c2ccc(C(=O)NCc3ccc(S(N)(=O)=O)cc3)cc2)cc1 | -9
O=c1cc(O)c2c(=O)[nH]c(=O)n(-c3ccccc3)c2[nH]1 | 0

Exported as labelled records: 3 of the compounds above
> COc1cc(/C=N/NC(=O)c2cc(C)oc2C)cc(OC)c1OC
  MCF10A rerep: -15% | ATXN2 expr inh: 26% | A549 viability: 1% | Nrf2 activator: 3.8% | Nrf2 inh: 12% | ATXN viability: i | TGFb inhibitor: 8% | IL1B secr inh: 3 | HepG2 tox: 3%
> CCOC(=O)c1[nH]c2ccc(OCC)cc2c1NC(=O)CN1CCC2(CC1)OCCO2
  MCF10A rerep: 14% | ATXN2 expr inh: 7% | A549 viability: -11% | Nrf2 activator: 2.5% | Nrf2 inh: -8% | ATXN viability: i | TGFb inhibitor: -13% | IL1B secr inh: -14 | HepG2 tox: -90%
> COc1ccccc1CNC(=O)CN1C(=O)NC2(CCCc3ccccc32)C1=O (stereo unspecified)
  MCF10A rerep: 3% | ATXN2 expr inh: · | A549 viability: 6% | Nrf2 activator: 0.2% | Nrf2 inh: 1% | ATXN viability: ? | TGFb inhibitor: 15% | IL1B secr inh: 3 | HepG2 tox: -2%
